NOD2-RIPK2 inh = NOD2-RIPK2 binding disruptors in cells, primary screen, fluorescence, CHO cells, BLA complementation | inhibition, % at 4.98 µM | 360,000 tested, 0.38% active | AID 624267, 2012 | CCF4 ratio | Receptor-interacting serine/threonine-protein kinase 2 (Homo sapiens), O43353; in the data active = inhibition above about 21%;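 note: 0% = vehicle only and 100% = reference blocker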
LRH-1 inv ag = LRH-1 (NR5A2) inverse agonists, primary screen, cell-based, luminescence, HEK293T, StAR-luciferase reporter; LRH-1 transfected, 24 h; Nuclear receptor subfamily 5 group A member 2 (Homo sapiens), O00482; inhibition, % at 3.6 µM; AID 602396, 2012; 360,000 tested, 0.13% active;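 active = inhibition above the mean inhibition of all tested compounds plus 3 SD, cut at about 73% in these data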;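 note: 0% = DMSO wells and 100% = reporter-only cells lacking LRH-1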
TROY NFkB inh = inhibitors of TROY-driven NF-kB signaling, primary screen, Q293 LMP1-TROYcd cells, NF-kB luciferase, uHTS | Q293 LMP1-TROYcd NF-kB luciferase reporter, 4 h | inhibition, % at 10 µM | 360,000 tested, 0.98% active | AID 1347056, 2019;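 active = compounds whose plate-normalised and pattern-corrected inhibition of the luciferase reporter signal at the single screening dose is 50% or more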
C8 TRAIL sens = viability loss with TRAIL in NB7+C8 cells, primary screen, TRAIL sensitizer project, cell-based, ATPlite luminescence | inhibition (viability loss, TRAIL sensitization), % at 10 µM | 360,000 tested, 1% active;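 active = compounds causing at least 50% loss of cell viability in the single-dose screen, relative to plate controls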
TWEAK Fn14 block = inhibitors of TWEAK-Fn14 signaling, primary screen, luciferase reporter cells, uHTS; TWEAK-stimulated Fn14 reporter cells, luciferase luminescence, 8 h; inhibition, % at 10 µM; 360,000 tested, 2% active; AID 1159606, 2016; in the data active = inhibition above about 50%
EBV LMP1 NFkB = EBV LMP1-driven NF-kappaB luciferase reporter inhibitors, primary screen, cell-based, luminescence, single point; LMP1-induced NF-kappaB luciferase reporter cells; inhibition, % at 12.5 µM; 350,000 tested, 0.69% active; in the data active = inhibition above about 41%;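 note: 0% = neutral control wells and 100% = reference inhibitor control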
NCOA1 inh = SRC1 coactivator transcriptional activity inhibitors, primary screen, cell-based, luminescence | HEK293 GAL4-SRC1 luciferase reporter | inhibition, % at 3.6 µM | 360,000 tested, 0.12% active | AID 588354, 2011;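 active = inhibition above the campaign mean plus 3 SD, with each screening campaign given its own cutoff, cut at about 60% in these data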;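 note: 0% = DMSO treated cells and 100% = gossypol at 36 µM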
Target sequence (Q15788 whole entry, looked up, the tested form may be a part): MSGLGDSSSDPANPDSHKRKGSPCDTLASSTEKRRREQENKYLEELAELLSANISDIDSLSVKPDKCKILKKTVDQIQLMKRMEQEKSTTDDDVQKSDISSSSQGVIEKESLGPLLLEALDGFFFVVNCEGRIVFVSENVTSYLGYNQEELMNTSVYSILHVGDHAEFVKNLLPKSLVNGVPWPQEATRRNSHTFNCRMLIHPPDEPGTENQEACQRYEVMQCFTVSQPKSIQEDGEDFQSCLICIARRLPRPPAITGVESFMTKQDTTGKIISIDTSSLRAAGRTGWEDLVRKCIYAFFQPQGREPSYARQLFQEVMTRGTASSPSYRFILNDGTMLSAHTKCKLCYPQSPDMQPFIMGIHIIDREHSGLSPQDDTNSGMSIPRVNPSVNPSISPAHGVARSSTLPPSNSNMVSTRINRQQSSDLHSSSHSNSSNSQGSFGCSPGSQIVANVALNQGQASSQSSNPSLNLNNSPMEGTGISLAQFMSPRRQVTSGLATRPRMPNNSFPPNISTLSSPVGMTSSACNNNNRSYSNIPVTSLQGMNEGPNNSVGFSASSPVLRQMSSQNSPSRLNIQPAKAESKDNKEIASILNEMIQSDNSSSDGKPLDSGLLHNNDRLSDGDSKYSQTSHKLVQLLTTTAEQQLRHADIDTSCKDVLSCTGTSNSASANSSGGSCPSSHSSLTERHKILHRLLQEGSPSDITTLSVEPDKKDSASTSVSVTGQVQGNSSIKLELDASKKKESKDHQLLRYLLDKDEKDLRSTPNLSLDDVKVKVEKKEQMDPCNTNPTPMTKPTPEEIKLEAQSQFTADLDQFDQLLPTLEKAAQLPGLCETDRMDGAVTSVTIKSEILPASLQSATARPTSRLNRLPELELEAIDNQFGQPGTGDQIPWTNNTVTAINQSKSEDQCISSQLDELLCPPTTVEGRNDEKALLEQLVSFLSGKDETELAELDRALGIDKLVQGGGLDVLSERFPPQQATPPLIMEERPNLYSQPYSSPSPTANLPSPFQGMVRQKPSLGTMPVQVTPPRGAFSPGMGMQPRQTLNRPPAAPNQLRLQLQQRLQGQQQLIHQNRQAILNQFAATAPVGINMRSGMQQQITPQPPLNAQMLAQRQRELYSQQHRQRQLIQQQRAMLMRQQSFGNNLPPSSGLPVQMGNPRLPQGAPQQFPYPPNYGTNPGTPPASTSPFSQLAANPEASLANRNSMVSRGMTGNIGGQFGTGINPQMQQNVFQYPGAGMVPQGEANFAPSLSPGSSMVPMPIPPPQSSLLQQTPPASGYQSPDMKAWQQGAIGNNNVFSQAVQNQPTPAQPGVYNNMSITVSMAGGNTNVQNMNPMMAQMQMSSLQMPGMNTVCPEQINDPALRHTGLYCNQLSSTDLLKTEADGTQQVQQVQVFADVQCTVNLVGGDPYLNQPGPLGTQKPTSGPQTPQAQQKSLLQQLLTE
NCOA2 inhibitor = inhibition of GAL4-SRC2 driven luciferase reporter, primary screen, SRC2 inhibitor project, cell-based, luminescence. Nuclear receptor coactivator 2 (Homo sapiens), Q15596. HEK293 GAL4-SRC2 luciferase reporter. inhibition, % at 9 µM. 370,000 tested, 0.17% active;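 active = inhibition above the mean inhibition of all tested compounds plus 3 SD, set per campaign, cut at about 52% in these data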;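 note: 0% = DMSO treated cells and 100% = cells given Gossypol at 36 µM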
NCOA3 inh = SRC3 coactivator transcriptional activity inhibitors, primary screen, cell-based, luminescence. HEK293 GAL4-SRC3 luciferase reporter. inhibition, % at 3.6 µM. 360,000 tested, 0.17% active. AID 588352, 2011;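 active = inhibition above a per-campaign cutoff, the mean of all compounds plus 3 SD, cut at about 60% in these data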;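 note: 0% = DMSO-treated cells and 100% = gossypol-treated cells at 36 µM; higher means less SRC3-driven luciferase light from the GAL4 reporter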
TLR9-MyD88 inh = inhibitors of TLR9-MyD88 association in cells, primary screen, cell-based, CHO, BLA complementation, fluorescence. 340,000 tested, 0.21% active. Toll-like receptor 9 (Homo sapiens) + Myeloid differentiation primary response protein …. inhibition, % at 4.98 µM. CCF4 FRET ratio;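 active = inhibition above the mean over all tested compounds plus 3 SD, cut at about 21% in these data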;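 note: 0% = DMSO only wells and 100% = clavulanate BLA inhibitor control wells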
NR2F2 inh = NR2F2 transcriptional activity inhibitors, primary screen, cell-based, luciferase reporter, HEK293T, luminescence. HEK293T NGFI-A luciferase reporter. inhibition, % at 8.6 µM. 370,000 tested, 0.7% active. AID 686940, 2013;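 active = inhibition above a per-plate cutoff, mean inhibition of test wells between control levels plus 3 SD, cut at about 38% in these data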;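 note: cells cotransfected with COUP-TFII expression vector driving the NGFI-A reporter; 0% = median of COUP-TF2 test wells and 100% = reporter-only cells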
* hit, by the source's call; . = no result given. An excerpt; count on the stated rates, not on these rows.

SMILES	NOD2-RIPK2 inh	LRH-1 inv ag	TROY NFkB inh	C8 TRAIL sens	TWEAK Fn14 block	EBV LMP1 NFkB	NCOA1 inh	NCOA2 inhibitor	NCOA3 inh	TLR9-MyD88 inh	NR2F2 inh
CCCCOC(=O)Nc1sc2nc(C)cc(C)c2c1-n1cccc1	-5.0	10.9	-1.1	11.8	0.8	2.6	-31.6	-20.1	-5.0	-4.0	0.3
CCCCn1c(N)c(N(CC(C)C)C(=O)CN2C(=O)c3ccccc3C2=O)c(=O)[nH]c1=O	-1.2	-3.1	-16.0	-0.8	-2.9	-0.1	7.7	-1.5	-19.5	-9.5	20.9
CN1CCCC1CCNS(=O)(=O)c1ccc(Br)cc1 (stereo unspecified)	3.5	8.7	-1.8	-9.1	-5.3	-5.8	-8.6	-8.0	12.3	-6.4	1.7
COc1cc(C(=O)NCCNC(=O)c2cc(OC)c(C)c(OC)c2)cc(OC)c1C	-7.3	22.2	0.0	-2.7	-22.5	-0.8	1.9	-13.9	-4.9	5.5	19.9
COC(=O)CSc1nc2c(cnn2-c2ccc(Cl)cc2)c(=O)[nH]1	-9.0	-27.3	-11.4	-5.1	10.5	6.3	-3.8	-40.2	-10.3	-1.0	4.7
CS(=O)(=O)Nc1ccccc1Oc1ccccc1	-4.2	3.5	22.6	-5.5	9.7	-8.3	0.7	-7.8	0.3	3.7	9.3
CCC(Sc1nc2ncccc2[nH]1)C(=O)NC1CCC(C)CC1 (stereo unspecified)	-2.8	-8.6	-3.0	9.0	29.3	1.0	-2.2	24.4	2.4	-7.2	8.7
CC(C)Cn1c(=O)c2ccccc2n2c(CCC(=O)NCc3ccccn3)nnc12	-5.6	9.8	-9.2	-4.5	-3.7	1.5	-2.2	-8.2	-6.3	4.8	0.0
CN(Cc1cccs1)C(=O)C1CCN(S(=O)(=O)c2ccccc2)CC1	-9.6	6.0	-12.9	0.2	4.7	-3.1	-9.1	-2.0	8.6	2.3	23.1
C=CCn1c(CNC(=O)c2ccco2)nnc1SCC(=O)c1ccc(F)cc1	0.6	12.3	4.3	6.7	14.1	-3.1	-0.2	15.5	7.5	-10.6	15.3
Nc1ccc(Oc2ccc(Cl)cc2)cc1	-9.6	44.8	-22.6	-4.1	-0.8	-23.3	-1.0	-26.5	11.9	6.5	-5.4
Cc1cc(C)n(Cc2ccc(NC(=O)c3nn(C)cc3[N+](=O)[O-])cc2)n1	1.8	4.5	-6.4	14.2	15.9	1.0	-9.2	-3.4	-14.1	0.3	-19.7
Cc1cc(C)cc(NC(=O)Nc2cccc(S(N)(=O)=O)c2)c1	-18.5	14.9	-10.4	14.3	-9.3	.	1.5	-8.4	8.1	.	8.0
CS(=O)(=O)Nc1cccc(NC(=O)c2cccc3c(-c4cccnc4)coc23)c1	-0.1	-9.0	-2.2	40.8	15.4	.	-0.3	.	-16.7	.	.
C=CCn1c(SCC(=O)Nc2ccc(C(=O)O)cc2)nc2sc(C)c(C)c2c1=O	-5.5	31.1	-3.8	-1.2	-7.3	-1.2	5.7	-5.0	10.7	1.8	-2.3
C=CCN=C(NC#N)SCC(=O)NCc1ccccc1	-4.6	-5.3	-18.3	2.0	7.1	-2.4	-65.8	-14.6	5.1	-5.2	-3.9
N=c1ccn(CC(=O)NC(N)=O)c2ccccc12	-12.9	19.2	-8.7	-21.3	0.0	0.5	4.6	-26.1	8.3	-4.5	7.4
O=C(O)CCCN=CC1=C(O)C(C(=O)c2ccccc2)CCC1=O (stereo unspecified)	-7.3	7.6	-7.2	-8.1	4.9	-5.9	-2.4	-37.2	-6.2	-9.3	2.2
COCCNC(=O)C(c1ccco1)N(C(=O)Cn1nnc2ccccc21)c1cccc(C)c1C (stereo unspecified)	-14.7	11.4	17.1	-11.3	5.9	2.0	3.0	12.0	-16.2	-15.3	1.1
COc1ccc(NC(=O)c2cc3c([nH]c4ccccc43)c(C)n2)cc1	-11.8	15.0	-26.0	2.0	-8.4	3.1	4.7	4.2	1.5	1.9	7.6
CCOC(=O)/C(=C(/C)N)C1CC(=O)NC1=O (stereo unspecified)	10.8	-9.3	4.7	-11.9	-9.9	5.7	-0.8	-17.1	15.3	-7.6	-1.0
COc1ccc(C(=O)c2oc3ccc(Br)cc3c2NC(C)=O)cc1	-4.8	-9.9	-10.9	-0.7	-7.5	1.1	-1.2	0.7	-24.3	-7.0	6.5
CC(C)N=c1cc2n(-c3ccc(Cl)cc3)c3ccccc3nc-2cc1Nc1ccc(Cl)cc1	-2.3	-8.6	2.3	80.6*	-12.9	-18.1	-1.2	21.6	0.1	8.5	-3.0
Cc1ccc(N(C(=O)CCC(=O)Nc2nccs2)C(C(=O)NC(C)(C)C)c2ccc(O)cc2)cc1 (stereo unspecified)	18.0	-2.1	3.9	-3.1	15.3	3.0	10.8	-22.5	3.9	-19.6	9.5
O=C(Cc1cccc2ccccc12)N/N=C/c1ccc(OC(=O)/C=C/c2ccco2)cc1	4.4	15.6	2.9	-16.0	28.2	6.6	-0.2	-15.7	24.0	9.6	22.6
Cc1ccc(Cn2ccsc2=NC(=O)COC(=O)C(C)C)cc1	5.5	0.1	-17.4	16.3	3.8	2.9	-42.7	-13.9	3.3	-17.1	-6.8
CCc1cc[n+](C(C(=S)Nc2cccc(C)c2)=C([O-])c2ccc(C)c([N+](=O)[O-])c2)cc1	-2.8	-9.9	-14.0	1.2	-22.5	4.8	6.9	-12.6	-18.9	-1.9	-6.1
O=C(O)c1ccccc1C(=O)N1CCN(S(=O)(=O)c2cccc(C(F)(F)F)c2)CC1	-20.4	-12.3	3.9	-3.8	18.0	5.3	3.6	0.6	-2.3	5.0	25.0
OC(Cn1ccnc1)c1ccc(Cl)cc1Cl (stereo unspecified)	0.1	-10.2	5.6	-11.8	-7.3	0.4	16.9	4.0	8.7	-1.7	0.2
Cc1ccc2oc(C(=O)Nc3nnc(C)s3)c(C)c2c1	-7.1	-63.4	-20.6	44.8	30.8	-3.6	-72.1	-41.4	-66.2	-3.7	-25.3
O=C(O)C1CCCCC1C(=O)Nc1cc(C(F)(F)F)ccc1Cl (stereo unspecified)	-7.3	-1.9	-4.6	1.8	9.3	-12.8	-4.3	4.2	10.3	-1.2	-9.7
CN(C)CCCOc1ccc(-c2ccc3nccn3c2)cn1	5.5	28.0	-4.4	11.7	-18.9	.	9.2	1.1	3.4	.	-9.7
O=C(NCCNc1ccc([N+](=O)[O-])cc1)c1ccc(Cl)cc1	-11.6	-12.5	4.7	-4.3	-8.1	-2.4	-5.4	2.2	9.8	-1.2	-14.5
Cc1cc(NC(=O)/C(C#N)=C/c2ccc(-c3cccc(C(F)(F)F)c3)o2)n(-c2ccccc2)n1	-3.1	-21.5	3.5	-5.2	-17.0	6.7	1.5	5.8	0.9	-0.3	14.2
Cn1c(=O)c(=O)n(C)c2cc(S(=O)(=O)N3CCOc4ccccc43)ccc21	12.7	-16.7	1.1	7.3	22.8	2.9	-65.9	-6.4	14.1	17.6	-1.6
CCCNc1nc(N2CCCC2)nc(N2CCCC2)n1	-8.9	18.3	1.6	23.7	-16.0	7.0	19.5	19.9	27.6	-9.3	9.8
Cc1cc(NC(=O)Cn2c(=O)oc3ccc(Cl)cc32)no1	4.8	-17.6	21.6	0.9	-2.8	-3.3	0.8	7.7	15.7	-8.0	1.5
CC1(C(=O)O)CCN1C(=O)COc1ccc(Cl)cc1 (stereo unspecified)	1.9	17.6	7.4	-5.5	-12.0	.	6.4	-23.2	-30.5	.	3.5
O=C(c1cccs1)N1C[C@@H](O)[C@H](n2cc(-c3ccc(F)cc3)nn2)C[C@@H]1c1ccccc1	2.9	9.8	6.7	20.6	-2.3	3.4	3.4	-7.8	-5.2	-3.3	-15.6
COc1ccc(NC(=O)c2ccc(Cl)c(S(=O)(=O)NCC3CCCO3)c2)c(OC)c1 (stereo unspecified)	-8.5	-1.8	6.3	5.0	-15.1	4.5	2.6	0.7	22.0	-3.0	5.1
COc1ccccc1CNc1ncnc2nc[nH]c12	-10.9	-1.5	4.5	-3.4	-4.4	-3.1	3.4	12.1	14.7	1.8	12.3
CC(C)=CCC/C(C)=C/CNC(=O)C[C@H]1C[C@H](C(=O)N2CCCCC2)[C@@]2(CCc3ccccc3)c3[nH]c4cc(CCC(=O)N(C)C)ccc4c3CCN2C1=O	-14.3	-25.3	-0.4	27.8	16.6	20.3	3.5	16.9	-10.6	-0.5	-4.6

Results in TLR9-MyD88 inh, for 2 of the compounds above:
Structure	TLR9-MyD88 inh
Cn1c(=O)c(=O)n(C)c2cc(S(=O)(=O)N3CCOc4ccccc43)ccc21	17.6
CCCNc1nc(N2CCCC2)nc(N2CCCC2)n1	-9.3

Source: PubChem
